Tb PFK block – inhibitors of T. brucei phosphofructokinase; Potency, µM (doses to about 57.5 µM), without a hit: top-dose activity, negative = inhibition, actives largely listed as inhibitors; O15648; actives 0.17% (n = 330,000); T. brucei PFK, ADP-Glo luminescence;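 further: potency means the concentration at half of the fitted maximal effect; 0% = uninhibited 1x PFK enzyme wells and -100% = no-enzyme wells; nearly all actives have a fitted effect of over 60% in size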
Target sequence (O15648 whole entry, looked up): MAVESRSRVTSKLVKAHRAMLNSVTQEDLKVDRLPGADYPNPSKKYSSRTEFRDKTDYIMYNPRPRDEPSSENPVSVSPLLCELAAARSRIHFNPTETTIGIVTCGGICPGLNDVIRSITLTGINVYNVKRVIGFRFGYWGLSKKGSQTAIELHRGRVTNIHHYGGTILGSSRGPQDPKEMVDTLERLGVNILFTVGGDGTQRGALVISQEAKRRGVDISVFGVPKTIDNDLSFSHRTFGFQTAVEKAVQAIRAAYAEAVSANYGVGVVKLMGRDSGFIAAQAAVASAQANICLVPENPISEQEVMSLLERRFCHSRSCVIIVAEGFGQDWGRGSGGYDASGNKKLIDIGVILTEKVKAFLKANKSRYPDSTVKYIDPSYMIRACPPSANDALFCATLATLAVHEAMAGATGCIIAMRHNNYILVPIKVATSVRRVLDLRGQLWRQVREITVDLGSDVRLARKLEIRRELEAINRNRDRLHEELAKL
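Activity is normalized to no-enzyme wells (full inhibition) and 1.25 nM enzyme wells (no inhibition). Reaction: 0.5 mM F6P, 0.1 mM ATP, 45 min RT, ADP-Glo luminescence; concentration-response curves fitted and classed by quality.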
AT treatment – potential ataxia-telangiectasia treatments restoring KAP-1 phosphorylation; actives 0.19% (n = 320,000); […] A-T fibroblasts, KAP-1 phosphorylation AlphaLISA; neocarzinostatin DNA damage 30 min before lysis; AID 485349; Potency, µM (top dose mostly 57.5 µM), inactives show at the highest dose activation, usual class: activators; further: potency means the concentration at half of the fitted maximal effect; % of control where 0% means no effect; nearly all actives have a fitted effect of over 45% in size
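ATM-like activity read as KAP-1 phosphorylation via AlphaLISA donor/acceptor antibody pairs after lysis and 6 hr at 25C. Cells were ATM-null patient fibroblasts ([…], hTERT), dosed 60 min, then exposed to the DSB inducer NCS for 30 min.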
BCR signal inh – chronic active BCR signaling inhibition; ABC-DLBCL IkBa-CBG/CBR reporter, luminescence ratio, 4 h; Potency, µM (series often up to 46.1 µM), inactives show top-dose ratio change, negative = lower green/red ratio, usual class: inhibitors; actives 0.05% (n = 340,000); active means well fitted inhibition curve with a large enough effect in the signal ratio, with a control signal flat, not every such curve was filed as active; inconclusive means small, poorly fitted or top-dose-only effect, or effect the other way, or a change in a side signal; the % refers to the signal ratio;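 further: potency means the concentration at half of the fitted maximal effect; plate controls were basal doxycycline-induced cells for no effect and cells given 10 µM MG132 for full effect; MG132 reads +100%, hits lower the ratio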
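Doxycycline induced both beetle luciferases in TMD8 lymphoma cells; IKK-driven degradation limits the IkappaBalpha-fused green signal, while red luminescence normalises for cell number and nonspecific effects. Compounds tested up to 46 uM, 4 hrs.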
TCR activator – T cell receptor activation; primary human leukocytes, anti-CD3, IL-2 HTRF, 48 h; Potency, µM (doses to about 9.22 µM), without a hit: at the highest dose activation of IL-2 secretion, hits mostly activators; 330,000 tested, under 10 active; further: % of control where 0% means no effect
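48 hr co-incubation of compounds, a-CD3 beads and primary human leukocytes; IL-2 quantified homogeneously by HTRF with anti-IL-2 K and d2 conjugates.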
hERG WT inh – blocks the wildtype human KCNH2 potassium channel. Q12809. U2OS, BacMam KCNH2, thallium flux FluxOr; hits give low values. activity change, % at 1.84 µM. actives 0.37% (n = 340,000). AID 720551;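 active means maximum activity change below -70%; inconclusive means maximum activity change between -70% and -50%; inactive means maximum activity change above -50%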; further: on the % scale 0 is the no-effect control and ±100 the full control effect
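U2OS cells transduced with wild-type KCNH2 virus are loaded with FluxOr dye for 45 min, and thallium flux is measured in kinetic reads before and after stimulation buffer. Rate constants are normalized to DMSO controls.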
MLL CXXC-DNA inh – blocks binding of human MLL CXXC domain to DNA; AID 2662; actives 0.037% (n = 290,000); MLL-CXXC / FITC-HOXA9 DNA fluorescence polarization; Potency, µM (doses to about 115 µM), for inactives: at the highest dose activity change, negative = inhibition, usual class: inhibitors; active means well fitted inhibition curve with a large enough effect in the polarisation, with a control signal flat, not every such curve was filed as active; inconclusive means small, poorly fitted or top-dose-only effect, or effect the other way, or a change in a side signal; inactive means no such curve, though single readings can be large or run the other way; the % refers to the polarisation; further: potency means the concentration at half of the fitted maximal effect
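Steps: dispense CXXC domain solution (7 uM) → pin compounds or unlabeled HOX-A9 DNA control → 5 min ambient → add FLSN-HOX-A9 solution (50 nM) → spin → 30 min ambient → fluorescence polarization. Tris pH 7.5/NaCl/DTT/BSA buffer.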
Giardia kill – kills Giardia lamblia; Giardia lamblia trophozoite viability; activity change, % at 7.66 µM, hits read low; actives 0.15% (n = 340,000); AID 540267; in the data active means activity change below about -80%; inconclusive means between about -30% and that limit;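 further: parasites exposed to compound for two days anaerobically before the ATP read; on the % scale 0 is the no-effect control and ±100 the full control effect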
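Giardia lamblia trophozoites (100 cells/well) were incubated with compounds for 48 h at 37 deg C under anaerobic conditions. Viability was read as ATP content by one-step luminescence after 15-30 min at room temperature.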
TSHR antag – human thyrotropin receptor antagonism | TSHR-expressing cells, TSH-stimulated cAMP HTRF, 2 h; hits give low values | activity change, negative = inhibition, % at 11.5 µM | actives 0.2% (n = 330,000);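 active means activity change below a set negative limit, meaning inhibition stronger than a set level, cut at about -70% in these data; inconclusive means activity change between two set negative limits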; further: on the % scale 0 is the no-effect control and ±100 the full control effect
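Freshly harvested TSHR cells receive pin-tooled compound, then EC80 TSH at 4nM final. After 2 hours at 37 deg C, antibody in lysis buffer and cAMP-d2 are added; 30 minutes at ambient temperature precede the HTRF read.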
GALK inh – inhibitors of human galactokinase; P51570; Purified GALK, Kinase-Glo residual ATP luminescence; Potency, µM (top dose mostly 57.5 µM), for inactives: at the highest dose activity change, negative = inhibition, actives largely listed as inhibitors; actives 0.007% (n = 270,000); AID 1868; further: potency means the concentration at half of the fitted maximal effect; on the % scale 0 is the no-effect control and ±100 the full control effect
Target sequence (P51570 whole entry, looked up): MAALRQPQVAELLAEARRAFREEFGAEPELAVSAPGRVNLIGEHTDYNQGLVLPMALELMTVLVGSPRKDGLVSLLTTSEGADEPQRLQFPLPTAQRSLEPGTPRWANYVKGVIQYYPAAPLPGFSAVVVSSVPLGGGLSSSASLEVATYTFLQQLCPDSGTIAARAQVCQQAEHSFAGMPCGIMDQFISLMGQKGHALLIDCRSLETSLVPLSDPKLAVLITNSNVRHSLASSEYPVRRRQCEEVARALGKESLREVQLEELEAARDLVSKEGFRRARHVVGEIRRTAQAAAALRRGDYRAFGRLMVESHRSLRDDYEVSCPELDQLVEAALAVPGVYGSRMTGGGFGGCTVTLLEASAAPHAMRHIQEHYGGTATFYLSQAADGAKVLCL
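Compounds were pin-transferred into ATP buffer (35 uM final), then GALK plus galactose (5 nM, 100 uM final) was added. After 1 h at room temperature, Kinase-Glo Plus was added and luminescence read after 10 min.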
Coupling enz – inhibits coupling enzyme system, counter-screen for aldolase hits | activity change, negative = inhibition, % at 58.2 µM, hits read low | coupling enzyme system counterscreen, AmpLite Red fluorescence | actives 0.67% (n = 290,000); in the data active means activity change below about -30%; further: on the % scale 0 is the no-effect control and ±100 the full control effect
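Fluorescence at 525 nm excitation and 598 nm emission measured inhibition of the coupled detection system without aldolase. Compounds (at 57.5 uM final) were preincubated 10 min at room temperature with coupling enzyme reagent before a 20 min substrate/AmpLite Red step.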
An asterisk follows results filed as active; ? = inconclusive; / = not tested or not shown; [ ] = another dose, or the depositor's remark. Unless noted, the call rests on the fitted dose curve; in most records, active means well fitted curve in the direction sought with a large enough effect; inconclusive means small, poorly fitted or top-dose-only effect, or another doubt; inactive means no such curve, though single readings can be large; an effect the other way counts as inactive or inconclusive.

SMILES	Tb PFK block	AT treatment	BCR signal inh	TCR activator	hERG WT inh	MLL CXXC-DNA inh	Giardia kill	TSHR antag	GALK inh	Coupling enz
CCC(C)NCCC(=O)Nc1ccc(Cl)c(S(=O)(=O)Nc2ccc(Cl)cc2)c1 (stereo not drawn)	-1%	-20%	?	0%	12	13%	-8	-8	-1%	6
O=C(NCCCN1CCOCC1)c1ccc(Sc2ccc(Br)cc2)c([N+](=O)[O-])c1	0%	-1%	15%	1%[46.1 µM]	16	1%	-10	-6	0%	1
CCOC(=O)N1N=C(c2ccc(C)cc2)CC1(O)C(F)(F)F (stereo not drawn)	0%	/	-7%	-3%	-3	-5%	0	21	0%	2
COC(=O)c1ccc(CSc2ccc3nnc(-c4ccccn4)n3n2)o1	-1%	-9%	?	4%	-15	10%	-3	4	?	-3
CN(Cc1ccc(F)cc1)C(=O)c1ccc(NS(=O)(=O)c2ccccc2)cc1	-2%	-2%	1%	/	33	/	-4	-3	/	/
COc1ccc(C(=O)CSc2nnc(CNC(=O)c3ccccc3)n2C)cc1	0%	5%	?	-5%	-3	18%	-14	11	-4%	/
COc1ccc(-c2nn(-c3ccccc3)cc2C2CC(c3cccs3)=NN2C(=O)CCC(=O)O)cc1 (stereo not drawn)	-2%	6%	?	3%	-7	0%	21	-11	/	9
Cc1cc(=O)[nH]c(N/N=C/c2ccc(Br)s2)n1	-1%	-4%	-9%	-1%	-2	-1%	-23	9	3%	2
CC(=O)c1ccccc1NC(=O)CSc1nnc2ccccn12	-4%	/	?	/	/	4%	/	3	1%	-3
COc1ccccc1NC(=O)CSc1nc2sc3c(c2c(=O)n1-c1ccccc1)CCN(C)C3	2%	-4%	?	2%	-2	11%	0	12	0%	-8
CCOC(=O)c1ccc(NS(=O)(=O)c2ccc3[nH]c(=O)[nH]c3c2)cc1	0%	-1%	4%	2%	-4	-5%	-11	12	0%	0
CC1CN(S(=O)(=O)c2cc(C(=O)N3CCCCC3C)ccc2Cl)CC(C)O1 (stereo not drawn)	-3%	9%	2%	4%	-16	/	12	10	/	/
CC(C)(C)c1ccc(-c2noc(-c3ccno3)n2)cc1	0%	12%	?	-46%	0	-7%	-5	-1	-1%	0
COC(=O)c1cc(NC(=O)c2ccccc2F)cc(C(=O)OC)c1	5%	3%	?	-4%	-7	1%	-11	-29	2%	0
COc1cc(/C=N/n2c(-c3cc(C)[nH]n3)n[nH]c2=S)cc(OC)c1OC	3%	-13%	-1%	-4%	5	-3%	15	-7	0%	2
CC(=O)N/C(=C/c1ccc2c(c1)OCO2)C(=O)NCc1ccccc1	-2%	2%	6%	3%	0	-17%	2	-2	1%	3
Cc1coc2c(C)c3oc(=O)c(CCC(=O)NCCCn4ccnc4)c(C)c3cc12	-2%	11%	?	6%	5	16%	-11	-4	/	1
CC(=O)CCc1c(C)nc2ccc(C)cc2c1Cl	-6%	1%	-4%	3%	3	-1%	-17	4	3%	2
CN(CC(=O)NCc1ccc2c(c1)OCO2)S(=O)(=O)c1ccc(F)cc1	0%	1%	8%	5%	-3	25%	-2	-1	0%	1
OC(COc1ccc(OCc2ccccc2)cc1)CN1CCCCC1 (stereo not drawn)	-6%	3%	?	3%	25	7%	-8	1	-1%	0
NC(N)=N/N=C/c1ccc2cccc(OCc3ccccc3)c2n1	1%	-5%	-3%	-2%	3	18%	4	-8	-1%	-3
C/C(CCc1ccccc1)=N\NC(=S)NCCc1ccccc1	0%	1%	-10%	-2%	-5	1%	2	-1	-2%	4
COc1ccc(C(=O)O)cc1NCc1cccnc1	-7%	3%	7%	/	-10	-1%	3	4	4%	-2
Cc1ccc(NC(=O)c2ccccc2OCc2c(C)noc2C)cc1S(=O)(=O)N(C)C	4%	10%	-3%	-1%	1	/	-11	-8	/	/
C=CCn1c2c(c(=O)[nH]c1=S)CN(C(C)c1ccccc1)CN2 (stereo not drawn)	0%	-12%	0%	-1%	7	8%	29	8	1%	0
Cc1csc(NC(=O)C2CCCC2)n1	-1%	-6%	23%	-35%	-1	0%	-10	8	0%	0
CCCC(C)NC(=O)c1sc2nc3n(c(=O)c2c1C)CCC3 (stereo not drawn)	-4%	-2%	-1%	-7%	/	-13%	15	-5	1%	1
Cc1ccc(NC2=NC(c3ccc(F)cc3)n3c(nc(C)cc3=O)N2)c(C)c1 (stereo not drawn)	2%	5%	14%	3%	-4	3%	-12	2	0%	2
CNC(=S)Nc1ccc2[nH]c(=O)[nH]c2c1	-8%	-1%	-1%	0%	-2	-19%	-9	8	4%	1
CN(C(=O)/C(N=Nc1cccc(C(F)(F)F)c1)=C(\O)C(F)(F)F)c1ccccc1	3%	-10%	?	0%	-19	-12%	-13	-2	0%	-1
CCCCC(CC)C(=O)Nc1ccccc1C#N (stereo not drawn)	0%	5%	6%	2%	-3	-4%	3	0	3%	1
Cc1cc(-c2ccc(C(C)C)c(S(=O)(=O)Nc3ccccn3)c2)on1	0%	-10%	-17%	-7%	9	8%	4	6	2%	1
COc1cccc(/C=C/C2=CC(C)(C)NC(=S)N2)c1	2%	1%	?	-17%	-1	-7%	17	-3	1%	4
O=C(O)c1ccc(-c2nc(-c3ccc(Cl)c(Cl)c3)cs2)cc1	1%	2%	-9%	-7%	3	18%	?	-16	-5%	1
COc1ccccc1N1CCN(/N=C/C=C/c2ccccc2[N+](=O)[O-])CC1	4%	-19%	?	5%	-1	2%	-4	-4	0%	0
O=C(c1ccc(=O)[nH]n1)N1CCN(S(=O)(=O)c2ccc3ccccc3c2)CC1	-6%	7%	?	0%	3	-4%	6	31	9%	-5
C=CCOc1cccc(C2NC(=O)c3ccccc3O2)c1 (stereo not drawn)	1%	0%	1%	3%	-1	-12%	-4	0	2%	-3
Cc1c(C)n(CC(O)CNCCO)c2ccccc12 (stereo not drawn)	-7%	0%	-8%	4%	-4	-1%	-14	-6	3%	0
CCN(Cc1ccc(OC)c(F)c1)C(=O)C1CCCO1 (stereo not drawn)	1%	8%	3%	0%	-2	6%	-4	4	-3%	0
Cc1ccc(OCC(=O)NCCCNC(=O)c2cnccn2)cc1C	-22%	-3%	-14%	1%	1	-1%	-11	21	7%	-2
Cc1ccc(C)c(NC(=O)CCC(=O)OC(C(=O)c2ccccc2)c2ccccc2)c1 (stereo not drawn)	-9%	-1%	5%	0%	6	-10%	2	1	0%	0
COC(=O)c1ccc(NC(=O)COc2coc(CN3CCc4ccccc43)cc2=O)cc1	-1%	-1%	-3%	-8%	11	/	-1	-5	/	/
NC(=S)N/N=C/c1ccc(OC(=O)c2cccnc2)cc1	-1%	7%	?	-1%	9	31%[activator]	28	-13	-2%	-4
CCc1cc(C(=O)N2CCCC(C(=O)c3ccc(OC)c(F)c3)C2)n(C)n1 (stereo not drawn)	-9%	2%	2%	0%	-5	2%	-14	6	3%	0
COCCn1c(SCC(=O)NCc2ccco2)nnc1-c1c[nH]c2ccccc12	0%	8%	-10%	6%	-4	-1%	-13	3	-4%	-2
CCOc1ccc(-n2c(COc3ccc(C)cc3)nnc2SCC(N)=O)cc1	4%	13%	-6%	-2%	-3	1%	-6	1	3%	-2
Cc1ccc(C23CC4CC(CC(CC(=O)NC(C)(C)CO)(C4)C2)C3)cc1	1%	-9%	-7%	-1%	-15	1%	-22	20	/	8
CCNC(=O)CSc1nc2ccccc2c(=O)n1-c1cc(OC)ccc1OC	1%	12%	0%	/	10	-6%	10	-3	3%	7
COc1ccc(C2N(C(=O)N3CCOCC3)CCN2S(=O)(=O)c2ccc(C)cc2)cc1 (stereo not drawn)	-4%	-2%	3%	/	32	1%	-3	0	-2%	-2
Cc1ccc(NCN2C(=O)C3CC=CCC3C2=O)cc1 (stereo not drawn)	6%	/	?	-2%[46.1 µM]	-2	-1%	-15	11	0%	0
Cc1nn(-c2ccccc2)c(C)c1CN(C)C(=O)c1ccc(S(=O)(=O)NCc2ccco2)cc1	0%	-6%	-1%	8%	15	/	-11	-4	/	/
CC(=O)NCCn1c(SCC(=O)c2ccccc2)nc2ccccc2c1=O	2%	-6%	-1%	3%	0	11%	6	-8	-2%	0

Fetched one by one from the list above, 4 records:
SMILES	Tb PFK block	AT treatment	BCR signal inh	TCR activator	hERG WT inh	MLL CXXC-DNA inh	Giardia kill	TSHR antag	GALK inh	Coupling enz
Cc1ccc(NCN2C(=O)C3CC=CCC3C2=O)cc1 (stereo not drawn)	6%	/	?	-2%[46.1 µM]	-2	-1%	-15	11	0%	0
CCOc1ccc(-n2c(COc3ccc(C)cc3)nnc2SCC(N)=O)cc1	4%	13%	-6%	-2%	-3	1%	-6	1	3%	-2
CC(=O)NCCn1c(SCC(=O)c2ccccc2)nc2ccccc2c1=O	2%	-6%	-1%	3%	0	11%	6	-8	-2%	0
CCc1cc(C(=O)N2CCCC(C(=O)c3ccc(OC)c(F)c3)C2)n(C)n1 (stereo not drawn)	-9%	2%	2%	0%	-5	2%	-14	6	3%	0

Compound activity as filed in PubChem.
